IDH1 R132H inh: human IDH1 R132H inhibition; O75874; 390,000 compounds, 0.093% hits; IDH1-R132H enzyme, NADPH consumption, diaphorase/resazurin fluorescence; Potency, µM (highest dose often 76.6 µM), for inactives: at the highest dose activity change, negative = inhibition, actives largely listed as inhibitors; AID 602179; note: potency is the fitted concentration of half-maximal effect; % is set by controls: 0 for no effect and ±100 for the full control effect; nearly all actives have a fitted effect of over 65% in size
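IDH1-R132H (0.5 ug/mL dispensed) in pH 7.5 Tris buffer was preincubated 30 min with compound, then given a substrate mix of 0.016 mM NADPH and 2 mM alpha-KG for 80 min at room temperature; remaining NADPH was read by diaphorase/resazurin fluorescence.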
PI4K2A block: PI4K2A (human) kinase inhibition; Q9BTU6; purified PI4K2A, ADP-Glo luminescence, 1 h; active compounds read low; activity change, negative = inhibition, % at 76.9 µM; 420,000 compounds, 0.13% hits; AID 1346378; in the data active = activity change below about -50%; inconclusive = mostly about -30% to -49%;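 note: -100% = wells without enzyme as full effect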
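ADP-Glo luminescence measured ADP generated by PI4K2A enzyme (4 ug/mL before mixing) with 1.2 mM PI substrate (pre-mix) and 300 microM ATP (pre-mix). Tris pH7.5 buffer with MgCl2, Triton X-100; 1 h reaction at ambient temperature.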
TRHR ag: agonists of human TRH receptor | TRHR cells, calcium flux fluo-8, FDSS agonist mode | activation, % at 2 µM | 360,000 compounds, 0.18% hits; in the data active = activation above about 30%; note: 0% is about no effect
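In this calcium-flux screen, cells bearing human TRHR are dye-loaded with fluo-8, baselined for 10 cycles, then exposed to library compounds; positive kinetic calcium responses during the agonist phase mark hits, with TRH as control.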
D2 agonist: D2 dopamine receptor (human) agonism; P14416; HEK293 T-REx D2 cells, calcium flux agonist mode; activation, % at 2 µM; 340,000 compounds, 0.53% hits;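 active = activation over 3 SD above normal in the single-dose calcium agonist read, cut at about 30% in these data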; note: 0% is about no effect
Target sequence (P14416 whole entry, looked up): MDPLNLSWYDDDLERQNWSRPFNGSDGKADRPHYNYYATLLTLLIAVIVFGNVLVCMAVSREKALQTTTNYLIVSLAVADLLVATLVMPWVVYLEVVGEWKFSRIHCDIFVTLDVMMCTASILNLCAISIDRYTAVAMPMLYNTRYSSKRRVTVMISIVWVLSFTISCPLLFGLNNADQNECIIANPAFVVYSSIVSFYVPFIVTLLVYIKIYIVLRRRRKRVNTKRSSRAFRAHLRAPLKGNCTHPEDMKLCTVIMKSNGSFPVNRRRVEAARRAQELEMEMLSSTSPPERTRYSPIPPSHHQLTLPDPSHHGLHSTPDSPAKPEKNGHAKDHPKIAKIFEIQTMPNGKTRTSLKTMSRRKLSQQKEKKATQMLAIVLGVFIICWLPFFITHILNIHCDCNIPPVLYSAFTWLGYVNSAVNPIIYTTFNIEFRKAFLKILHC
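HEK293 Trex D2 cells, tetracycline-induced, o/n 30 C 5% CO2; no-wash Ca dye, RT 30–90 min; 10-cycle baseline, 23 nl cpd added, kinetic Ca read 180 s; agonist hits = positive Ca response.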
USP1-UAF1 inh: USP1/UAF1 (human) deubiquitinase inhibition | recombinant USP1/UAF1, Ub-Rhodamine cleavage fluorescence | Potency, µM (series often up to 57.1 µM), without a hit: at the top dose activity change, negative = inhibition, hits mostly inhibitors | 390,000 compounds, 0.23% hits; note: potency is the fitted concentration of half-maximal effect; % is set by controls: 0 for no effect and ±100 for the full control effect; nearly all actives have a fitted effect of over 60% in size; inactives centre near -12
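USP1/UAF1 complex at 1 nM was preincubated with compound for 15 min at room temperature, then Ub-Rho substrate (150nM final) was added. Fluorescence (480/540 nm) was read kinetically, 6 reads every 60 seconds.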
TrxR1 substrate: is turned over as a substrate by rat TrxR1 | Potency, µM (doses to about 114 µM), for inactives: at the top dose activity change, negative = substrate turnover | 390,000 compounds, 0.01% hits | purified TrxR1 substrate turnover, NADPH consumption readout | AID 588456; note: potency is the fitted concentration of half-maximal effect; % is set by controls: 0 for no effect and ±100 for the full control effect; nearly all actives have a fitted effect of over 50% in size
Target sequence (O89049 whole entry, looked up): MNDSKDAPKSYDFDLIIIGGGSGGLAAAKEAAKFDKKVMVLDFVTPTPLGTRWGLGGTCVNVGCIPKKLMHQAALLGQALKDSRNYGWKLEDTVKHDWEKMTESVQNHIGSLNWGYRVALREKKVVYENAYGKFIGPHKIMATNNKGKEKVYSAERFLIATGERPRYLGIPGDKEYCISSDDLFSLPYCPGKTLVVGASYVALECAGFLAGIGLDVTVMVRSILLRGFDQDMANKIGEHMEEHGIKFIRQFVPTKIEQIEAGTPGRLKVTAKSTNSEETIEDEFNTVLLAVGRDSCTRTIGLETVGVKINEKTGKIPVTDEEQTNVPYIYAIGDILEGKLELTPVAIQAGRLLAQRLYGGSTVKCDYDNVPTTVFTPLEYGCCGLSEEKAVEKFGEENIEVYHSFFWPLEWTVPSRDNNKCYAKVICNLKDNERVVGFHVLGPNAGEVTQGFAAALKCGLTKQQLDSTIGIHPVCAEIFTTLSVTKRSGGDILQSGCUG
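Rat TrxR1, dispensed at 90 nM, was prereduced with 400 uM NADPH (final) for 5 min at ~22 deg C, then incubated with compound 15 min before 400 uM selenite. A first-read NADPH fluorescence drop versus no-compound background flagged substrates.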
rTrxR1 inhibitor: blocks rat thioredoxin reductase 1. O89049. recombinant rTrxR1, NADPH fluorescence consumption, selenite substrate. Potency, µM (top dose mostly 114 µM), without a hit: at the highest dose activity change, negative = inhibition, actives largely listed as inhibitors. 390,000 compounds, 1% hits. AID 588453; note: potency is the fitted concentration of half-maximal effect; % is set by controls: 0 for no effect and ±100 for the full control effect; nearly all actives have a fitted effect of over 65% in size
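Rat TrxR1 (90 nM in the dispensed reagent) was pre-reduced with 400 uM NADPH for 5 min at room temperature, then incubated with compound for 15 min. After 400 uM selenite was added, NADPH fluorescence (Ex 340/Em 450 nm) was followed for 8 min.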
D2 antagonist: antagonizes the human D2 dopamine receptor. HEK293 TREx D2 cells, calcium flux, dopamine EC80. inhibition, % at 10 µM. 340,000 compounds, 2% hits; in the data active = inhibition above about 30%; note: 0% is about no effect
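HEK293 T-REx D2 cells, tet-induced, calcium dye no-wash. Cpd pintool add, 180 s kinetic, then EC80 DA, 180 s kinetic. Ca flux read.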
TRHR enhancer: allosterically enhances the human TRH receptor. enhancement, % at 2 µM. TRHR cells, fluo-8 calcium fluorescence, EC20 TRH enhancement. 360,000 compounds, 0.66% hits. P34981; in the data active = enhancement above about 30%; note: 0% is about no effect
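TRHR-expressing cells loaded with fluo-8 calcium dye were read kinetically (ex 480/em 530) during compound addition, then stimulated with an EC20 of TRH (10 nM final). Enhancement of the Gq-mediated intracellular calcium response was scored.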
An asterisk follows results filed as active; ? = inconclusive; nt = no result given; & = joins results of further samples; [ ] = another dose, or the depositor's remark. Unless noted, calls come from the whole dose curve; as a rule, active = well fitted inhibition curve with a large enough effect; inconclusive = small, poorly fitted or top-dose-only effect; inactive = no such curve, though single readings can be large or run the other way.

1: CCc1ccc(NC2CC(=O)N(c3ccc(OC)cc3OC)C2=O)cc1 (configuration not stated)
2: O=C(Nc1c2c(nn1-c1ccc(Cl)cc1)CS(=O)(=O)C2)c1cccc(Cl)c1
3: O=C(O)/C(=C\c1ccc(Cl)cc1)c1ccc(F)cc1
4: CCc1ccc2c(c1)cc(CN(C(=S)Nc1ccccc1Cl)C1CC1)c1nnnn12
5: O=C(N/N=C/c1ccccc1Cl)c1ccncc1
6: COC(=O)c1cnc(Oc2ccc(NC(=O)NC(=O)c3c(OC)cccc3OC)cc2)cc1C(F)(F)F
assay / entry	1	2	3	4	5	6
IDH1 R132H inh	0%	-4%	12%	1%	-14%	-1%
PI4K2A block	1	1	0	6	-5	1
TRHR ag	-1.3	0.8	-0.1	0.0	0.2	1.7
D2 agonist	-0.2	nt	0.1	-1.0	1.2	1.1
USP1-UAF1 inh	-28%	-17%	-16%	-12%	1%	8%
TrxR1 substrate	-13%	-9%[57.1 µM]	7%[57.1 µM]	7%	-8%	5%[57.1 µM]
rTrxR1 inhibitor	?	-3%[57.1 µM]	28%[57.1 µM]	23%	9%	9%[57.1 µM]
D2 antagonist	3	nt	9	23	0	6
TRHR enhancer	-5	-4	-2	1	0	3

7: COc1ccc(CNC(=O)Cn2cc([N+](=O)[O-])nc2C)cc1
8: CCc1cc(C(=O)NCCN(C)C)cs1
9: N#CCCN1CCN(C(=S)c2ccc(-c3ccc(Cl)cc3)o2)CC1
10: O=C(Cn1cncc1-c1ccc([N+](=O)[O-])cc1)Nc1cccc2ccccc12
11: C=CCNC(=O)c1c(CS(=O)(=O)c2ccccc2)noc1C(=O)NCc1ccccc1
12: CC(=O)c1ccc(N2CCN(C(=O)c3ccc(Cl)c(S(=O)(=O)NC4CC4)c3)CC2)c(F)c1
assay / entry	7	8	9	10	11	12
IDH1 R132H inh	-3%	-5%	9%	11%	30%	7%
PI4K2A block	3	1	-2	0	-1	-3
TRHR ag	0.3	1.2	-0.6	-0.2	-0.4	0.2
D2 agonist	-1.0	0.4	-1.6	-0.2	0.0	-0.7
USP1-UAF1 inh	-1%	-5%	-11%	-2%	-17%	-19%
TrxR1 substrate	-3%	6%[57.1 µM]	-5%	-14%	4%	-2%
rTrxR1 inhibitor	1%	4%	-29%	-15%	15%	1%
D2 antagonist	-28	4	-2	7	3	8
TRHR enhancer	-3	3	-11	-1	5	2

13: COc1ccc(NC2=CC(c3ccc(OC)c(OC)c3)N(c3ccc(OC)cc3)C2=O)cc1 (configuration not stated)
14: OCC[C@@H]1C[C@H](O)[C@@H](O)[C@]2(Cc3ccccc3O2)O1
15: Cc1ccc(C(=O)CCC(=O)Nc2ccc(C)cc2C)cc1
16: COc1ccc(NC(=O)CN(C)C(=O)CSc2ccc3c(c2)OCCO3)cc1
17: CC(C)C(NC(=O)C1CCCCC1)C(=O)NC1CCCC(C)C1C (configuration not stated)
18: O=C(c1ccccc1F)N1CCN(Cc2nc3sc4c(c3c(=O)[nH]2)CCCC4)CC1
assay / entry	13	14	15	16	17	18
IDH1 R132H inh	8%	-7%	27%	22%	4%	1%
PI4K2A block	-1	0	1	-7	-4	1
TRHR ag	-0.2	0.2	0.2	-0.3	0.2	0.7
D2 agonist	1.3	0.0	0.0	0.2	-1.1	-0.1
USP1-UAF1 inh	-2%	-20%	-7%	-28%	15%	-15%
TrxR1 substrate	-10%	4%	-9%[57.1 µM]	5%	6%[57.1 µM]	1%
rTrxR1 inhibitor	?	28%	7%[57.1 µM]	36%[activator]	17%	-11%
D2 antagonist	17	-3	nt	25	3	23
TRHR enhancer	-1	6	5	-3	-5	6

Retrieved by compound from the list above (3):
16: COc1ccc(NC(=O)CN(C)C(=O)CSc2ccc3c(c2)OCCO3)cc1
13: COc1ccc(NC2=CC(c3ccc(OC)c(OC)c3)N(c3ccc(OC)cc3)C2=O)cc1 (configuration not stated)
18: O=C(c1ccccc1F)N1CCN(Cc2nc3sc4c(c3c(=O)[nH]2)CCCC4)CC1
assay / entry	16	13	18
IDH1 R132H inh	22%	8%	1%
PI4K2A block	-7	-1	1
TRHR ag	-0.3	-0.2	0.7
D2 agonist	0.2	1.3	-0.1
USP1-UAF1 inh	-28%	-2%	-15%
TrxR1 substrate	5%	-10%	1%
rTrxR1 inhibitor	36%[activator]	?	-11%
D2 antagonist	25	17	23
TRHR enhancer	-3	-1	6

(list continues)
19: O=C1NC[C@H](Cc2ccccc2)N(CC2CCN(CCCCc3ccccc3)CC2)C1=O
20: CCc1cccc(CC)c1NC(=O)c1c(C)oc2ccc(O)c(CN3CCN(C)CC3)c12
21: O=C(CSc1nc2c(oc3ccccc32)c(=O)n1Cc1ccco1)Nc1cccc(Cl)c1
22: NS(=O)(=O)c1ccc(CCNC(=O)c2ccccc2Cc2ccccc2)cc1
23: O=C(CCC(=O)Nc1ccccc1)NNC(=O)c1ccco1
24: CC(C)=CCC/C(C)=C/C=N/NC(=O)c1cccc([N+](=O)[O-])c1
assay / entry	19	20	21	22	23	24
IDH1 R132H inh	23%	-2%	0%	0%	3%	1%
PI4K2A block	4	-1	-1	1	-1	3
TRHR ag	nt	-0.6	0.1	0.6	-0.2	-0.8
D2 agonist	nt	-0.3	0.7	0.2	1.0	-1.1
USP1-UAF1 inh	-19%	-11%	-11%	-12%	3%	-6%
TrxR1 substrate	3%	3%	-1%	0%	-5%	3%
rTrxR1 inhibitor	25%	23%	11%	20%	0%	0%
D2 antagonist	nt	nt	nt	1	0	-6
TRHR enhancer	nt	3	4	9	-4	-4

25: Cc1cc(C)cc(NC(=O)C2CCN(c3nc4ccccc4nc3C(F)(F)F)CC2)c1
26: Cc1ccc(S(=O)(=O)N2CCCCC2)cc1C(=O)Nc1ccc(S(=O)(=O)Nc2ncccn2)cc1
27: CCOc1ccc2nc(N3CCCC(C(=O)NCC4CCCO4)C3)sc2c1 (configuration not stated)
28: CC(=O)N1CCc2c(sc(NC(=O)CSc3ccccc3)c2-c2nc3ccccc3s2)C1
29: CC1CCC(NC(=O)C2(C)CCC(=O)N2Cc2cccnc2)CC1 (configuration not stated)
30: CCNC(=S)N1CCC(c2nc3cc(C)c(C)cc3[nH]2)CC1
assay / entry	25	26	27	28	29	30
IDH1 R132H inh	0%	-12%	-2%	-6%	0%	-6%
PI4K2A block	-3	-11	-1	2	-3	4
TRHR ag	0.0	0.3	-0.4	-1.0	0.3	-0.1
D2 agonist	0.3	0.6	0.0	0.2	-1.8	1.0
USP1-UAF1 inh	-22%	-20%	-12%	7%	-20%	-10%
TrxR1 substrate	2%[57.1 µM]	3%	-11%	4%	5%	4%
rTrxR1 inhibitor	18%[57.1 µM]	10%	-9%	-1%	13%	1%
D2 antagonist	nt	5	-17	nt	-18	20
TRHR enhancer	-1	-1	5	10	3	2

31: N#C/C(=C/c1ccc(O)c(O)c1)c1nc2ccccc2[nH]1
32: O=[N+]([O-])c1ccc(N2CCN(S(=O)(=O)c3ccc4ccccc4c3)CC2)cc1NCC1CCCO1 (configuration not stated)
33: Cc1cc(C)c2c3c(sc2n1)C(=O)N(c1ccccc1)CC(=O)N3
34: O=S(=O)(NCc1ccccc1)[C@@H]1CC2C=CC1C2 (some centres not stated)
35: O=C(c1c(F)c(F)c(F)c(F)c1F)N1CCc2ccccc21
36: Cn1c(C(=O)N2CCCC(C(=O)NCc3cccs3)C2)cc2sccc21 (configuration not stated)
assay / entry	31	32	33	34	35	36
IDH1 R132H inh	11%	0%	-7%	0%	2%	0%
PI4K2A block	-1	-1	6	0	6	4
TRHR ag	13	1.2	0.8	-0.4	nt	-0.8
D2 agonist	6.9	0.2	1.2	nt	nt	0.9
USP1-UAF1 inh	-10%	-19%	-10%	8%	-5%	-4%
TrxR1 substrate	-8%[2.29 µM]	-4%	-2%	-4%&3%	11%[57.1 µM]	2%[57.1 µM]
rTrxR1 inhibitor	-19%[2.29 µM]	8%	17%	16%&-8%	22%[57.1 µM]	10%[57.1 µM]
D2 antagonist	4	1	-14	nt	nt	1
TRHR enhancer	0	-2	0	1	nt	-11

37: COC(=O)c1ccccc1NC(=S)NC(NC(=O)COc1ccccc1)C(Cl)(Cl)Cl (configuration not stated)
38: COc1ccc(CN2C(=O)c3cccc4cccc2c34)cc1F
39: COc1cc(C(CC(=O)Nc2ncccc2C)N2Cc3ccccc3C2=O)cc(OC)c1OC (configuration not stated)
40: COC(=O)c1cc(Br)ccc1NC(=O)CSCc1c(C)noc1C
41: CCCCCCCCCCCCC(NC(C)=O)(C(=O)OCC)C(=O)OCC
42: CCOC(=O)c1cnn(-c2ccccc2)c1-n1cccc1C(=O)C(=O)N(C)C
43: O=C(NCc1ccccc1)c1cc2sccc2n1Cc1ccc(Cl)cc1
assay / entry	37	38	39	40	41	42	43
IDH1 R132H inh	2%	4%	-6%&0%	0%	4%	4%	-1%
PI4K2A block	-6	-1	-1&5	-3	5	6	1
TRHR ag	-0.9	1.7	0.0&0.0	-0.5	-0.9	0.2	0.3
D2 agonist	-0.9	0.6	1.1&-0.3	-0.7	1.8	0.3	0.3
USP1-UAF1 inh	-21%	-23%	-11%&-20%	-26%	-13%	-17%	-13%
TrxR1 substrate	10%	3%	-8%&8%	-2%	-1%	-1%	2%
rTrxR1 inhibitor	-2%	16%	0%&23%	16%	13%	6%	19%
D2 antagonist	10	7	3	10	-34	0	nt
TRHR enhancer	-7	0	2&2	-4	4	0	5

Bioassay records (PubChem BioAssay)

Compounds as they come; about 3.9% have a hit in one of these screens.
